Tau fil binding – qHTS Assay for Tau Filament Binding. Microtubule-associated protein tau (Homo sapiens), P10636. recombinant tau filaments, thioflavin S fluorescence, 15 h; filaments grown with octadecylsulfate alongside compound. Potency, µM (highest dose often 57.1 µM), for inactives: at the top dose activity change, negative = inhibition. hit rate 2% among 71,000. AID 596, 2007;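 note: potency is the fitted concentration of half-maximal effect; % is set by controls: 0 for no effect and ±100 for the full control effect; actives lower thioflavin S fluorescence by blocking filaments or displacing dye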
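Recombinant tau protein (human, 1 uM final) plus 30 uM ODS in HEPES pH 7.4 with NaCl, DTT and thioflavine S. Compound present from the start; fluorescence at 510 nm after 15 h, 37 C.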
USP2a inh – qHTS Assay for Inhibitors of Ubiquitin-specific Protease USP2a. Ubiquitin carboxyl-terminal hydrolase 2 (Homo sapiens), O75604. hit rate 0.1% among 60,000. USP2a enzymatic assay, qHTS inhibition. Potency, µM (doses to about 38.3 µM), inactives show top-dose activity change, negative = inhibition, most hits filed as inhibitors;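 note: potency is the fitted concentration of half-maximal effect; nearly all actives have a fitted effect of over 60% in size; plate controls were DMSO for no effect and NEM full inhibition control for full effect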
Target sequence (O75604 whole entry, looked up): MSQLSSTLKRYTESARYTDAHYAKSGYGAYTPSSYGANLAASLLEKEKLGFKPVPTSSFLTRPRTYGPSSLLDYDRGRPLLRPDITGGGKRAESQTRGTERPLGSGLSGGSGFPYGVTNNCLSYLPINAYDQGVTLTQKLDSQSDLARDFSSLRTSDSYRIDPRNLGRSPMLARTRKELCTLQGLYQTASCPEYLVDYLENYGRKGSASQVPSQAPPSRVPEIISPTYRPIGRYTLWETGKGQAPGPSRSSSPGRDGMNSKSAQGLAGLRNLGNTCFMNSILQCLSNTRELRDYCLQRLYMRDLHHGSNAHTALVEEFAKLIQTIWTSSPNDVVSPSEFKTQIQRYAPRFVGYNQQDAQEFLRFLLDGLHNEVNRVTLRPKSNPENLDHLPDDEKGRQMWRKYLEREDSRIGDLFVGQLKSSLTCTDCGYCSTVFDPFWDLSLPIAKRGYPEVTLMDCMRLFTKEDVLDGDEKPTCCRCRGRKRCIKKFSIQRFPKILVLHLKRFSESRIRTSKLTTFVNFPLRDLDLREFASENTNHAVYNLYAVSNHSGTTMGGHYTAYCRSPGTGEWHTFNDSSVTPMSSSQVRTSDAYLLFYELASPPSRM
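USP2 core (20nM final) preincubated 30 min RT with compound, then Ub-PLA2 20nM and NBD C6-HPC 20uM final added; buffer 20mM Tris-HCl pH 8.0, 2mM CaCl2. Fluorescence Ex 460/Em 535 read at 0 and 2.5 h; normalized to NEM.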
ERK AVP inh – qHTS Assay for Inhibitors of the ERK Signaling Pathway using a Homogeneous Screening Assay | Potency, µM (highest dose often 57.5 µM), for the others: at the highest dose activity, negative = inhibition, hits mostly inhibitors | HEK293-V1b, vasopressin-stimulated pERK AlphaScreen | hit rate 0.99% among 72,000; note: potency is the fitted concentration of half-maximal effect; % is set by controls: 0 for no effect and ±100 for the full control effect; nearly all actives have a fitted effect of over 55% in size
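HEK293 cells stably expressing V1b receptor, seeded overnight in 1% FBS, were treated with compounds for 30 min at 37C, then stimulated 5 min with 25 nM vasopressin; phospho-ERK read by AlphaScreen SureFire after lysis.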
HEK293 cAMP cs – qHTS Assay for Agonists of the Thyroid Stimulating Hormone Receptor: Activators of Intracellular cAMP Concentrations in Parental HEK 293. parental HEK293 CNG cAMP sensor, membrane potential fluorescence. Potency, µM (titrated, usually from 57.1 µM), for inactives: at the top dose activation, actives largely listed as activators. hit rate 2.5% among 73,000; note: potency is the fitted concentration of half-maximal effect; % of control where 0% means no effect; nearly all actives have a fitted effect of over 55% in size
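Parental HEK 293 cells stably expressing a modified CNG channel (no TSHR) report cAMP rise as membrane depolarization. Membrane potential dye with 100 uM RO 20-1724 was loaded for 60 min at room temperature, then compound added for 30 min; fluorescence read at 590 nm.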
FLuc inh – qHTS Assay for Inhibitors of Firefly Luciferase; Luciferin 4-monooxygenase (Photinus pyralis), P08659; Potency, µM (highest dose often 57.1 µM), inactives show top-dose activity change, negative = inhibition, most hits filed as inhibitors; purified firefly luciferase, luminescence, 8 min; hit rate 2.2% among 72,000; note: potency is the fitted concentration of half-maximal effect; % is set by controls: 0 for no effect and ±100 for the full control effect; nearly all actives have a fitted effect of over 40% in size
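Firefly luciferase (PKLight detection mix) with 10 uM ATP in pH 7.2 imidazole buffer (KCl, MgCl2, Tween 20, BSA). Compounds tested across a concentration series (qHTS). Luminescence read after 8 min at ambient temperature.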
CRE Fsk mod – Cell signaling CRE-BLA (Fsk stim); CHO CRE-bla reporter (cAMP response element driving beta-lactamase), forskolin EC10, beta-lactamase ratio; Potency, µM (highest dose often 38.2 µM), for inactives: top-dose activity change, negative = inhibition, most hits filed as activators; hit rate 2.5% among 71,000; AID 662, 2007; active = well fitted activation curve with a large enough effect in the signal ratio, with a control signal flat, not every such curve was filed as active; inconclusive = small, poorly fitted or top-dose-only effect, or effect the other way, or a change in a side signal; the % refers to the signal ratio; note: potency is the fitted concentration of half-maximal effect; % of control where 0% means no effect
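CRE-bla CHO reporter cells treated with compound titration plus EC10 NKH 477 (water-soluble forskolin), incubated 3 h at 37 °C; CCF4 loading 2 h at room temperature, 460/530 nm emission ratio read, AC50 values derived for positive or negative modulators.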
Casp7 inh – qHTS Assay for Allosteric/Competitive Inhibitors of Caspase-7; P55210; recombinant caspase-7, Ac-DEVD-AFC fluorescence rate; Potency, µM (top dose mostly 57.5 µM), inactives show top-dose activity change, negative = inhibition, hits mostly inhibitors; hit rate 0.02% among 75,000; AID 889, 2007; active = well fitted inhibition curve with a large enough effect in the main read-out, with a control signal flat, not every such curve was filed as active; inconclusive = small, poorly fitted or top-dose-only effect, or a change in a side signal; note: potency is the fitted concentration of half-maximal effect; % of control where 0% means no effect
Target sequence (P55210 24-198 limits assumed): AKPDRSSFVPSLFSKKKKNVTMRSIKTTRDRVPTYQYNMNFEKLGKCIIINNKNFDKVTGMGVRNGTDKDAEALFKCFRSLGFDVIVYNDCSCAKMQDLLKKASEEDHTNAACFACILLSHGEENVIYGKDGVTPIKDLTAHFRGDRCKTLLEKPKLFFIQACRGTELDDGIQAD
Target sequence (P55210 207-303 limits assumed): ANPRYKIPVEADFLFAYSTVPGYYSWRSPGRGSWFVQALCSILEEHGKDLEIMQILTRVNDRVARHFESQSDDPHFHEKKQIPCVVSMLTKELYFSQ
Caspase-1 inhib – qHTS Assay for Allosteric/Competitive Inhibitors of Caspase-1; P29466; Caspase-1 enzyme, Ac-WEHD-AFC fluorogenic rate; Potency, µM (doses to about 57.5 µM), for the others: top-dose activity change, negative = inhibition, hits mostly inhibitors; hit rate 0.03% among 75,000; AID 900, 2007;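 note: potency is the fitted concentration of half-maximal effect; plate controls were vehicle for no effect and no substrate for full effect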
BRCT PPI green – qHTS Assay for Inhibitors of BRCT-Phosphoprotein Interaction (Green Fluorophore). AID 875, 2007. hit rate 0.05% among 75,000. BRCA1 BRCT-phosphopeptide binding, green fluorescence polarization. Potency, µM (series often up to 76.9 µM), inactives show top-dose activity change, negative = inhibition, actives largely listed as inhibitors;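 note: potency is the fitted concentration of half-maximal effect; plate controls were peptide without protein for full effect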
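Compounds were incubated for 12 min at room temperature with a complex of 100 nM fluorescein-tagged pBACH1 decapeptide and 250 nM His-tagged BRCT protein. Buffer was phosphate pH 7.3 with EDTA, DTT and Tween 20. Disruption of binding lowers the polarization signal.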
A350 fluor – qHTS Assay for Spectroscopic Profiling in A350 Spectral Region. Compound autofluorescence, 340/450 nm, Alexa 350 dye-equivalents; stronger effect = higher value. max dye-equivalent concentration, M. hit rate 11% among 59,000. AID 590, 2007; in the data active = max dye-equivalent concentration above about 10 nM; inconclusive = mostly about 1.1 nM to 9.6 nM
BRCT PPI red – qHTS Assay for Inhibitors of BRCT-Phosphoprotein Interaction (Red Fluorophore); Breast cancer type 1 susceptibility protein (Homo sapiens), P38398; BRCT-phosphopeptide binding, red fluorescence polarization; Potency, µM (top dose mostly 76.9 µM), for the others: top-dose activity change, negative = inhibition, most hits filed as inhibitors; hit rate 0.03% among 75,000; note: % is set by controls: 0 for no effect and ±100 for the full control effect
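Fluorescence polarization: 100 nM His-tagged BRCA1 BRCT with 100 nM TAMRA-labelled phospho-BACH1 decapeptide, phosphate buffer pH 7.3 with 150 mM NaCl, DTT, 0.01% Tween 20; 12 min RT. Binding inhibition seen as FP decrease.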
Active calls of the source: *; i = inactive; ? = inconclusive; · = no result given; [ ] = another dose, or the depositor's remark. Unless noted, calls come from the whole dose curve; as a rule, active = well fitted curve in the direction sought with a large enough effect; inconclusive = small, poorly fitted or top-dose-only effect, or another doubt; inactive = no such curve, though single readings can be large; an effect the other way counts as inactive or inconclusive.

1. O=C(Oc1ccc(/C=N/O)cc1)c1ccccc1
2. COC(=O)c1nnn(-c2nc(N3CCCCC3)nc(N3CCCCC3)n2)c1C
3. O=C(Nc1ccccc1-c1nc2ccccc2s1)c1ccco1
4. C=CCn1c(SCC(=O)Nc2c(C)nn(Cc3ccccc3)c2C)nnc1C(O)c1ccccc1 (stereo unspecified)
5. CCCCOC(=O)CCc1n[nH]c(=O)[nH]c1=O
6. COc1ccc(S(=O)(=O)N2CCCC2C(=O)NCc2cccs2)cc1 (stereo unspecified)

Screen / compound no.	1	2	3	4	5	6
Tau fil binding	-5%	-4%	i	14%	13%	4%
USP2a inh	2%	6%	35%[activator]	9%	-1%	-5%
ERK AVP inh	1%	13%	69%[activator]	2%	-1%	4%
HEK293 cAMP cs	0%	2%	29%	8%	2%	-4%
FLuc inh	?	0%	-1%	3%	-3%	2%
CRE Fsk mod	-5%	-1%	?	-3%	-6%	-5%
Casp7 inh	-1%	1%	-13%	0%	1%	6%
Caspase-1 inhib	0%	4%	-25%	0%	0%	1%
BRCT PPI green	-2.5%	0.5%	-1.9%	-1.6%	0.1%	-2.0%
A350 fluor	·	i	·	i	·	i
BRCT PPI red	-0.8%	-1.3%	-0.1%	-0.3%	-1.2%	-1.3%

Reprinted from the part before: 4 compounds; new compounds follow.
3. O=C(Nc1ccccc1-c1nc2ccccc2s1)c1ccco1
4. C=CCn1c(SCC(=O)Nc2c(C)nn(Cc3ccccc3)c2C)nnc1C(O)c1ccccc1 (stereo unspecified)
5. CCCCOC(=O)CCc1n[nH]c(=O)[nH]c1=O
6. COc1ccc(S(=O)(=O)N2CCCC2C(=O)NCc2cccs2)cc1 (stereo unspecified)
7. O=c1nc2ccccc2c2n1C[C@H](CN1CCN(c3ccccc3)CC1)N2
8. O=C(CCCn1c(=S)[nH]c2ccc(Br)cc2c1=O)N1CCN(c2ccccn2)CC1
9. CCOC(=O)c1cc(C)n(S(=O)(=O)c2ccc(C)cc2)c1C
10. O=C(CCCn1c(=O)[nH]c2ccccc2c1=O)N1CCN(c2ccccn2)CC1
11. NC(=Nc1ccccc1)NC(=O)c1nc(Cl)c(N)nc1N
12. c1cncc(CNc2cc(-c3ccoc3)ncn2)c1

Screen / compound no.	3	4	5	6	7	8	9	10	11	12
Tau fil binding	i	14%	13%	4%	19%	172%	·	-3%	-23%	105%
USP2a inh	35%[activator]	9%	-1%	-5%	·	42%[activator]	·	·	0%	102%[activator]
ERK AVP inh	69%[activator]	2%	-1%	4%	-3%	5%	·	-10%	-26%	9%
HEK293 cAMP cs	29%	8%	2%	-4%	3%	2%	?	0%	7%	-3%
FLuc inh	-1%	3%	-3%	2%	0%	-2%	·	3%	-26%	-2%[2.29 µM]
CRE Fsk mod	?	-3%	-6%	-5%	-2%	?	·	6%	?	-2%
Casp7 inh	-13%	0%	1%	6%	-1%	-6%	-3%	-2%	-1%	-15%
Caspase-1 inhib	-25%	0%	0%	1%	-2%	-1%	-4%	0%	1%	-8%
BRCT PPI green	-1.9%	-1.6%	0.1%	-2.0%	0.0%	-0.8%	4.9%	-1.9%	-1.5%	-8.9%
A350 fluor	·	i	·	i	·	i	·	·	3.9e-07M*	i
BRCT PPI red	-0.1%	-0.3%	-1.2%	-1.3%	-0.5%	0.3%	-0.1%	0.0%	-2.2%	-3.3%

13. O=C(O)CCc1ccc(-c2cccs2)n1NC(=O)c1ccc(Cl)cc1
14. COc1ccccc1CN1CCC2(CCNCC2)CC1
15. CC(=O)c1ccc(NC(=O)N[C@@H](Cc2ccccc2)C(=O)O)cc1
16. O=C(c1cc(S(=O)(=O)N2CCOCC2)ccc1F)N1CCN(Cc2ccccc2)CC1
17. Cc1ccc(NC(=O)c2ccc(OC(=O)c3ccco3)cc2)cc1
18. CCC(C)C(=O)OC1CCC=C2C=CC(C)C(CCC3CC(O)CC(=O)O3)[C@@H]21 (stereo partly specified)

Screen / compound no.	13	14	15	16	17	18
Tau fil binding	-11%[11.4 µM]	-10%	5%	13%	-2%	·
USP2a inh	12%[7.66 µM]	38%[activator]	-3%	9%	-1%	2%
ERK AVP inh	-19%	-1%	-12%	12%	-3%	0%
HEK293 cAMP cs	12%[11.4 µM]	12%	-5%	8%	-5%	·
FLuc inh	2%	-3%[11.4 µM]	2%	1%	2%	·
CRE Fsk mod	?	-3%	?	-15%	0%	·
Casp7 inh	0%	1%	1%	1%	0%	-1%
Caspase-1 inhib	-4%	-3%	0%	-2%	-3%	-4%
BRCT PPI green	2.0%	-2.7%	-2.8%	-2.2%	-2.5%	-0.2%
A350 fluor	·	i	i	i	i	·
BRCT PPI red	-0.2%	-0.1%	0.1%	-0.5%	1.4%	0.5%

19. CCOC(=O)C(NC(C)=O)(Nc1ccc(S(=O)(=O)Nc2nccs2)cc1)C(F)(F)F (stereo unspecified)
20. CCOc1ccccc1NC(=O)CN(c1ccc(OC)cc1)S(=O)(=O)c1c(C)noc1C
21. CC(C)CC1NC(=O)N(CC(=O)N2CCN(S(=O)(=O)c3ccc4ccccc4c3)CC2)C1=O (stereo unspecified)
22. C=CCNc1nc(Nc2ccc(OC)cc2OC)nc(OCC)n1
23. Cc1nc(=O)c(-c2ccccc2)c(C)n1Cc1ccccc1
24. CC(=O)Oc1c(Cl)c(N2CCOCC2)c(OC(C)=O)c2ccccc12

Screen / compound no.	19	20	21	22	23	24
Tau fil binding	8%	-6%	8%	15%	1%	-4%
USP2a inh	1%	14%	36%[activator]	-4%	0%	11%
ERK AVP inh	0%	20%	5%	-23%	32%[activator]	-12%
HEK293 cAMP cs	-3%	26%	8%	4%	8%	?
FLuc inh	0%	-2%	0%	7%	1%	1%
CRE Fsk mod	9%	?	-22%	5µM*	3%	-3%
Casp7 inh	0%	-3%	-3%	-1%	0%	-2%
Caspase-1 inhib	-1%	-3%	0%	-2%	1%	1%
BRCT PPI green	-4.1%	-2.8%	-1.5%	-0.2%	0.0%	0.7%
A350 fluor	i	i	i	i	i	·
BRCT PPI red	-0.3%	-0.8%	-0.3%	-0.2%	-1.5%	-0.6%

25. O=C1CCC(C(=O)N(c2ccccc2)C2(C(=O)NC3CCCCC3)CCCCC2)N1 (stereo unspecified)
26. Cc1oc(-c2cccs2)nc1CS(=O)CC(=O)NCCCOC(C)C (stereo unspecified)
27. COc1ccc(Cc2nnc(SCC(=O)NCC3CCCO3)o2)cc1 (stereo unspecified)
28. COc1ccccc1OCC(=O)Nc1cccc(C(=O)N2CCOCC2)c1
29. CCOc1ccc(-n2nnnc2SCC(=O)c2ccccc2)cc1
30. COc1ccc(-c2cc(O)cc(O)c2)cc1
31. Cc1ccc(CCN2CC(C(=O)NCc3ccco3)CC2=O)cc1 (stereo unspecified)
32. CCc1ccccc1NC(=O)CCc1nc(-c2ccc(C)cc2)no1

Screen / compound no.	25	26	27	28	29	30	31	32
Tau fil binding	-4%	1%	-6%	1%	33%	-22%	0%	-8%
USP2a inh	10%	13%	26%	4%	-20%	7%	2%	6%
ERK AVP inh	8%	15%	6%	?	9%	?	-9%	5%
HEK293 cAMP cs	13%	1%	2%	5%	?	-1%	2%	21%
FLuc inh	-2%	0%	0%	-3%	2%	16µM*	0%	1%
CRE Fsk mod	8%	-16%	6%	4%	11%	-15%	?	-9%
Casp7 inh	-6%	-5%	-1%	-1%	-2%	-1%	0%	-2%
Caspase-1 inhib	-2%	-5%	2%	0%	-1%	-1%	3%	0%
BRCT PPI green	-2.3%	-0.8%	-5.8%	-1.5%	0.2%	-3.5%	-1.2%	0.1%
A350 fluor	i	i	i	?	i	i	i	i
BRCT PPI red	-2.6%	-0.1%	-0.3%	0.9%	0.6%	-0.2%	-0.6%	-0.8%
